PolyA inhibitor: polyadenylation inhibitors in yeast reporter cells, primary screen, luminescence, S. cerevisiae; calls only at 12 µM; S. cerevisiae SKY197-pL101 polyadenylation reporter, beta-gal luminescence; efflux-impaired pdr1/pdr3 knockout yeast; score 100 = 6 SD above DMSO; 300,000 tested, 0.02% active;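 active = lowest replicate activity score at least 50, where 100 means six control SD above control mean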;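 also: yeast exposed to compound for 9 h at 30 °C; higher score means more reporter readthrough which indicates perturbed polyadenylation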
MrgX1 antagonist: antagonists of human MrgX1 receptor, primary screen, HEK293 cells, Fluo-4 calcium flux | B-score at 10 µM | AID 588676, 2011 | 310,000 tested, 1.3% active | Mas-related G-protein coupled receptor member X1 (Homo sapiens), Q96LB2 | BAM8-22 antagonism; active compounds read low;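 active = calcium-response B-score plate-corrected more than 3 library SD below zero, starting fluorescence within 5 deviations, no agonist response on first addition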;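 also: peak minus trough fluorescence over baseline after final BAM8-22 challenge near maximal dose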
Target sequence (Q96LB2 whole entry, looked up): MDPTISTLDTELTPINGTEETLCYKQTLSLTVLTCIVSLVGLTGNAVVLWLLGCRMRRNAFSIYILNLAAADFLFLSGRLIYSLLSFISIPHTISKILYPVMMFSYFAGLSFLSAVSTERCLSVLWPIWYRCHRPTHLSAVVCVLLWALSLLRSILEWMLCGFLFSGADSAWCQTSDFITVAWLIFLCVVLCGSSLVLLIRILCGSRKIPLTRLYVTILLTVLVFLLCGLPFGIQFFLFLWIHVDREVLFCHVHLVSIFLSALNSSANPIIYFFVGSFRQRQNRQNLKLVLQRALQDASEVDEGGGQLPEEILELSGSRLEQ
AI-2 QS mod: Vibrio harveyi AI-2 quorum sensing modulators, primary screen, JMH597 strain, luminescence/OD600 ratio | AID 2094, 2009 | Vibrio harveyi JMH597 AI-2 luminescence/OD600 ratio, 9 h; active compounds read low; strain lacks LuxN and CqsS sensors; 0 = neutral-control median | 300,000 tested, 0.4% active | activity change, % at 7.5 µM; in the data active = activity change below about -75%, passing the limit was not always enough;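 also: luminescence divided by OD600 gain over 9 h not by final OD600 alone; inactives centre near 13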
MrgX1 ag: agonists of human MrgX1 receptor, primary screen, HEK293 cells, Fluo-4 calcium flux | Fluo-4 calcium fluorescence, agonist mode; active compounds read high | 310,000 tested, 0.44% active | AID 588627, 2011 | B-score at 10 µM;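 active = calcium response B-score plate-corrected fluorescence ratio at least 3 library SD, with starting fluorescence B-score inside 5 SD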
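Material: MrgX1-expressing HEK293 cells / Dosing: compound as first of three additions / Incubation: overnight seeding, then 1 h dark dye loading / Signal: Fluo-4 NW calcium fluorescence / Evaluation: B-scored fluorescence response ratio / Benchmarks: positive and negative control wells on each plate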
TRPC4 inh: inhibitors of mouse TRPC4 channel, primary screen, Fluo4 calcium, HEK293 TRPC4beta/mu-opioid cells; B-score at 10 µM; DAMGO-evoked Fluo4 calcium flux; active compounds read low; 300,000 tested, 0.39% active; AID 2247, 2010;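 active = B-score over 3 SD under the library average, no early fluorescence shift, positive overall ratio signal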
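Signal: kinetic Fluo4 fluorescence imaging of calcium influx. Material: stable TRPC4beta/mu-opioid receptor HEK293 cells. Probe or stimulus: DAMGO in two steps, submaximal then maximal.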
TRPC4 agonist: activators of mouse TRPC4 channel, primary screen, Fluo4 calcium, HEK293 TRPC4beta/mu-opioid cells; Short transient receptor potential channel 4 (Mus musculus), Q9QUQ5; 310,000 tested, 0.49% active; B-score at 10 µM; Fluo4 calcium fluorescence; active compounds read high; AID 2237, 2010;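 active = B-score above 5 SD of library B-scores, and initial fluorescence ratio not above library mean plus 5 SD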;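 also: positive B-score marks a calcium rise read as TRPC4 activation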
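Incubation: 45 min room-temperature Fluo4 loading, 110 s read / System: HEK293 cells stably co-expressing mouse TRPC4beta and mu-opioid receptor / Signal: Fluo4 fluorescence, kinetic / Control set: buffer (low) and maximal DAMGO (high) / Measure: integrated baseline-normalised fluorescence ratio, converted to per-well B score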
TRPC6 activator: mouse TRPC6 channel activators, primary screen, cell-based, HEK293, membrane potential dye | Short transient receptor potential channel 6 (Mus musculus), Q61143 | B-score at 10 µM | HEK293-TRPC6 membrane potential dye fluorescence; active compounds read high | 310,000 tested, 0.13% active | AID 2550, 2010;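 active = B-score of the integrated fluorescence ratio above library mean plus 3 SD, and starting fluorescence ratio within library mean plus 5 SD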;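 also: higher score means more depolarization so channel activation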
HIF activator: HIF pathway transcriptional activators, primary screen, cell-based, U2OS HRE-luciferase, luminescence. U2OS HRE-luciferase reporter; normalized: DMSO 0%, desferrioxamine 100%. activation, % at 7.5 µM (by protocol). 300,000 tested, 0.32% active. AID 1910, 2009;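 active = mean activation of at least 10% of the iron chelator positive control signal, with at least half of replicates also reaching 10%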
TRPC6 inhibitor: mouse TRPC6 channel inhibitors, primary screen, cell-based, HEK293, membrane potential dye | Short transient receptor potential channel 6 (Mus musculus), Q61143 | B-score at 10 µM | ACh-evoked depolarization; active compounds read low | 310,000 tested, 1.1% active;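 active = B-score under library mean minus 3 SD, initial fluorescence not abnormally high, positive integrated signal ratio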;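 also: B-score derived from integrated fluorescence ratio over the kinetic read; more negative B-score means stronger inhibition of depolarization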
MrgX1 allo act: positive allosteric modulators of MrgX1, primary screen, HEK293 cells, Fluo-4 calcium flux. FDSS; active compounds read high. B-score at 10 µM. 310,000 tested, 0.63% active;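 active = plate-corrected calcium response at least 3 library SD above typical, normal starting fluorescence, not activating the receptor alone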;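 also: compound read alongside a low EC10 to EC30 dose of BAM8-22 agonist; peak minus trough fluorescence over baseline measured at the second addition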
TRPC4 potent: positive allosteric modulators of TRPC4, primary screen, cell-based, mouse TRPC4beta, HEK293 mu-opioid, Fluo-4 calcium; B-score at 10 µM; 310,000 tested, 0.42% active; AID 2227, 2009; DAMGO EC20, Fluo-4 Ca2+ flux; active compounds read high;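 active = B-score of calcium response area above 5 SD of library B-scores, with initial fluorescence ratio within 5 SD of library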;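 also: B-score of integrated fluorescence ratio over time as area under calcium response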
Active calls of the source: *; i = inactive; · = no result given.

| SMILES | PolyA inhibitor | MrgX1 antagonist | AI-2 QS mod | MrgX1 ag | TRPC4 inh | TRPC4 agonist | TRPC6 activator | HIF activator | TRPC6 inhibitor | MrgX1 allo act | TRPC4 potent |
| --- | --- | --- | --- | --- | --- | --- | --- | --- | --- | --- | --- |
| CCOc1ccc(C2NC(=O)c3ccccc3O2)cc1 (stereo unspecified) | i | i | -1 | i | i | i | i | 0.2 | i | i | i |
| Cn1c(SCC(=O)NC(=O)CN2CCCC2=O)nnc1-c1ccc(F)cc1 | i | i | 3 | i | i | i | i | -0.6 | i | i | i |
| CCOc1ccc(CCNC(=O)c2nccnc2C(=O)O)cc1OCC | i | i | 15 | i | i | i | i | 1.1 | i | i | i |
| COc1ccccc1NC(=S)N(CCN1CCOCC1)Cc1ccccc1F | i | i | 5 | i | i | i | i | 0.3 | i | i | i |
| O=S(=O)(Nc1ccc(Cl)cn1)c1cnc(Cl)c(Br)c1 | · | i | 35 | i | i | i | i | -0.3 | i | i | i |
| Cc1[nH]c2ccccc2c1/C=N/NC(=O)CNC(=O)c1ccc2c(c1)OCO2 | i | i | 11 | i | i | i | i | -0.3 | i | i | i |
| Clc1cccc2sc(N3CCCC3)nc12 | i | i | 8 | i | i | i | i | 2.2 | i | i | i |
| Cc1ccc(Sc2cnccc2C#N)cc1 | i | i | 13 | i | i | i | i | -1.0 | i | i | i |
| Cc1cc(Oc2ncccc2[N+](=O)[O-])c2cc(Cl)ccc2n1 | i | i | 27 | i | i | i | i | -0.6 | i | i | i |
| NC(=O)c1ccc(NC(=O)CNCc2ccccc2Cl)cc1 | i | i | 2 | i | i | i | i | 1.8 | i | i | i |
| C=CCN1CCN(C(=O)c2cc3c(s2)CCCC3)CC1 | i | i | -3 | i | i | i | i | 0.6 | i | i | i |
| CC1(C)CC(=O)C(C(N)=NC(=O)c2ccc([N+](=O)[O-])cc2)=C(O)C1 | i | i | 12 | i | i | i | i | 1.0 | i | i | i |
| CN(C)S(=O)(=O)c1ccc(Cl)c(C(=O)Nc2ccccc2[N+](=O)[O-])c1 | i | i | 28 | i | i | i | i | 0.5 | i | i | i |
| N#Cc1nc(-c2ccc(F)cc2)oc1NCc1ccccc1 | i | i | -96* | i | i | i | i | 0.6 | i | i | i |
| COCCn1c(SCC(=O)N2CCCc3ccccc32)nc2ccccc2c1=O | i | i | 26 | i | i | i | i | 0.2 | i | i | i |
| Cn1c(-c2cccc(Br)c2)cnc1NCc1cccnc1 | i | i | -3 | i | i | i | i | -0.2 | i | i | i |
| COCCNC(=S)NCc1cccs1 | i | i | 4 | i | i | i | i | -0.3 | i | i | i |
| C[C@H](C(=O)C=[N+]=[N-])N1C(=O)c2ccccc2C1=O | i | i | 18 | i | i | i | i | -0.8 | i | i | i |
| O=C(Nc1cccc(F)c1)C1CCCN(c2cnccn2)C1 (stereo unspecified) | i | i | 20 | i | i | i | i | 0.6 | i | i | i |
| O=C(CSc1cccc[n+]1[O-])Nc1cc2c(cc1Cl)C(=O)c1ccccc1C2=O | i | i | 38 | i | i | i | i | 7.3 | i | i | i |
| O=C(N/N=C/c1cc2ccccc2nc1Cl)[C@H]1C[C@@H]1c1ccccc1 | i | i | 11 | i | i | i | i | 0.2 | i | i | i |
| O=C(C[n+]1ccc(/C=N/O)cc1)NC1CCCCC1 | i | i | 12 | i | i | i | i | -0.2 | i | i | i |
| COc1ccc(NC(=O)CSc2c3c(nc4ccccc24)CCCC3)c(OC)c1 | i | i | 19 | i | i | i | i | 0.5 | i | i | i |
| O=C(c1nc2nc(-c3ccc(Cl)cc3)cc(C(F)(F)F)n2n1)N1CCOCC1 | i | i | 2 | i | i | i | i | -0.2 | i | i | i |
| CC1=Nn2c(nnc2C2CCCCC2)SC1 | i | i | -3 | i | i | i | i | 0.0 | i | i | i |
| COc1cccc(NC(=O)CSc2nnc3ccc(-c4ccccn4)nn23)c1 | i | · | 16 | · | i | i | i | 1.5 | i | · | i |
| CCCC(=O)Nc1nc2ccc(NC(=O)c3ccccc3F)cc2s1 | i | i | 8 | i | i | i | i | 0.9 | i | i | i |
| COc1cccc(NC(=O)c2ccc3c(SCC(=O)O)c4c(nc3c2)CCCC4)c1 | i | i | 19 | i | i | i | i | 0.3 | i | i | i |
| COc1ccc(NC(=O)c2cc3c(s2)CCC(C)C3)cc1S(=O)(=O)N1CCOCC1 (stereo unspecified) | i | i | 23 | i | i | i | i | 1.0 | i | i | i |
| COc1cccc(CNC(=O)CCC2CCCN(C(=O)c3cscn3)C2)c1 (stereo unspecified) | i | i | 24 | i | i | i | i | · | i | i | i |
| CCOC(=O)c1cnc2c(c(C)nn2CC)c1NCCN1CCOCC1 | i | i | 17 | i | i | i | i | -0.7 | i | i | i |
| Nc1[nH]c(N=NC(=O)c2ccccc2)c2ccccc12 | i | i | 6 | i | i | i | i | 1.8 | i | i | i |
| CC(C)CN(C(=O)/C=C/c1nc2ccccc2s1)C1CCS(=O)(=O)C1 (stereo unspecified) | i | i | 8 | i | i | i | i | 0.1 | i | i | i |
| COc1cc2c(cc1OC)C(CC#N)=NC(C)(C)C2 | i | i | -2 | i | i | i | i | -0.6 | i | i | i |
| CC(=O)Nc1ccc(Nc2nc(-c3sc(C)nc3C)cs2)cc1 | i | i | -8 | i | i | i | i | -0.2 | i | i | i |
| CCOc1ccc(N(C(=O)c2cc3ccccc3oc2=O)C2C=CS(=O)(=O)C2)cc1 (stereo unspecified) | i | i | 1 | i | i | i | i | 0.2 | i | i | i |
| NC(=O)c1ccccc1NC(=O)CSc1cn[nH]n1 | i | i | -7 | i | i | i | i | 0.0 | i | i | i |
| Cn1c(=O)c2c(nc(SCc3nc(N)nc(N4CCCCC4)n3)n2C)n(C)c1=O | i | i | 25 | i | i | i | i | · | i | i | i |
| CN1C(=O)c2ccc(NC(=O)c3cccc(N4C(=O)CCC4=O)c3)cc2C1=O | i | i | 22 | i | i | i | i | 0.2 | i | i | i |
| O=C(O)C[C@H]1c2ccc(C(F)(F)F)cc2S(=O)(=O)N1C1CCCCC1 | i | i | -12 | i | · | i | i | 0.0 | i | i | i |
| COc1cccc(-c2nnn(CC(=O)Nc3cc(OC)c(NC(=O)c4ccco4)cc3OC)n2)c1 | i | i | 33 | i | i | i | i | -0.2 | i | i | i |
| Cc1cccc(NC(=O)CN2C(=O)S/C(=C\c3ccccn3)C2=O)c1 | i | i | 21 | i | i | i | i | 2.4 | i | i | i |
| COCCCNc1nc2c(-c3cccc(C(F)(F)F)c3)nnn2c2ccccc12 | i | i | 21 | i | i | i | i | 0.2 | i | i | i |
| O=C(CN1C(=O)CCSc2ccccc21)Nc1ccc(F)cc1 | i | i | 6 | i | · | i | i | -0.6 | i | i | i |
| C[C@]12CCC3C(CC[C@H]4CC(O)CC[C@]34C)C1CC/C2=N/O (stereo partly specified) | i | i | 6 | i | i | i | i | 1.0 | i | i | i |
| CSc1nc2n(n1)C(C)C1=C(CCCC1=O)N2 (stereo unspecified) | i | i | 26 | i | i | i | i | -0.4 | i | i | i |
| COc1ccc(NC(=O)N(Cc2cc3cc(C)ccc3[nH]c2=O)CC2CCCO2)cc1 (stereo unspecified) | i | i | 33 | i | i | i | i | 0.5 | i | i | i |
| COC(=O)C1=C(c2ccc(OC)cc2)OC(=O)C1(C)C | i | i | 23 | i | i | i | i | 1.4 | i | i | i |
| Cc1ccc(OCc2nc(-c3ccccc3)no2)cc1 | i | i | -71 | i | i | i | i | 2.9 | i | i | i |
| O=c1[nH]c(=S)[nH]nc1Cc1ccc(Cl)c(Cl)c1 | i | i | -29 | i | i | i | i | 2.1 | i | i | i |
| COc1ccc(Cl)cc1C(=O)Nn1cnc2ccccc2c1=O | i | i | 15 | i | i | i | i | 0.2 | i | i | i |
| COc1ccc(CCNc2ncnc3c2c(C)c(C)n3CCCN(C)C)cc1OC | i | i | 3 | i | i | i | i | -0.3 | i | i | i |
| Cc1cc2[nH]ncc2cc1NC(N)=S | i | i | 31 | i | i | i | i | 0.2 | i | i | i |
| O=C(NCCO)/C(=C\c1ccc([N+](=O)[O-])o1)NC(=O)c1ccccc1 | i | i | 7 | i | i | i | i | 0.1 | i | i | i |
| N#CCCNCC1(c2ccccc2)CCCC1 | i | i | 7 | i | i | i | i | -0.9 | i | i | i |
| CC(OC(=O)c1cccc(S(=O)(=O)N2CCCC2)c1)C(=O)c1ccccc1 (stereo unspecified) | i | i | -15 | i | i | i | i | -0.8 | i | i | i |
| COC(=O)c1cc(COc2ccc3oc(C)c(C(=O)OC)c3c2)c(C)o1 | i | i | -2 | i | i | i | i | 0.2 | i | i | i |
| CSc1nc2nc(-c3ccccc3)cc(C(F)(F)F)n2n1 | i | i | 27 | i | i | i | i | 0.6 | i | i | i |
| COc1ccc(C)cc1NC(=O)C1CCCN(S(=O)(=O)c2ccc3c(c2)CCCN3C(C)=O)C1 (stereo unspecified) | i | i | 18 | i | i | i | i | -0.3 | i | i | i |
| CC(C)Oc1ccc(CCC(=O)NNC(=O)CCC(=O)O)cc1 | i | i | 2 | i | i | i | i | -0.1 | i | i | i |
| CC1(C)CC(=O)C2=C(C1)N(c1ccc(F)cc1)C(=O)C2(NC(=O)c1ccccc1)C(F)(F)F (stereo unspecified) | i | i | 5 | i | i | i | i | -0.2 | i | i | i |
| CCn1c2ccccc2c2cc(NC(=O)CSc3nnc(-c4ccccc4)o3)ccc21 | i | i | 12 | i | i | i | i | 0.3 | i | i | i |

Bioassay records deposited in PubChem by several laboratories.

These rows are one share of the data. The share of hits here may be higher or lower than overall.
